Screens deposited in PubChem by National Center for Advancing Translational Sciences (NCATS).
FLuc inh – inhibitors of firefly luciferase; purified firefly luciferase, luminescence, 8 min; Potency, µM (titrated, usually from 57.1 µM), for inactives: top-dose activity change, negative = inhibition, usual class: inhibitors; P08659; 2.2% of 72,000 active; note: potency is the fitted concentration of half-maximal effect; % is set by controls: 0 for no effect and ±100 for the full control effect; nearly all actives have a fitted effect of over 40% in size
Target sequence (P08659 whole entry, looked up): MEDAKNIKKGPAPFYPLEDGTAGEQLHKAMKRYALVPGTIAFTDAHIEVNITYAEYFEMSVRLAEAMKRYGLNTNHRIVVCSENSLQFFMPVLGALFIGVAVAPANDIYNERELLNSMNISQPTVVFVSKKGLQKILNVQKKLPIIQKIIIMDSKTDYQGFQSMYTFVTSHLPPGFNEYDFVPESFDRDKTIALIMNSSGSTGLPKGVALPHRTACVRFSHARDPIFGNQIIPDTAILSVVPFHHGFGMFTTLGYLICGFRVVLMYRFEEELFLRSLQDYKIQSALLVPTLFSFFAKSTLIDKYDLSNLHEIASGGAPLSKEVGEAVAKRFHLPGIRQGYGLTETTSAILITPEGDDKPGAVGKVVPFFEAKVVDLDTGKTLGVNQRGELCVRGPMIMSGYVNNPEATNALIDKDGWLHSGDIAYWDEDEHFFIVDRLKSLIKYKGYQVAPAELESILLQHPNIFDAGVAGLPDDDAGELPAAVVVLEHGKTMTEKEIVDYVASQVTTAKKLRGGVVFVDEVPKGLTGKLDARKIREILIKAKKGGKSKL
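Luminescence read-out after 8 min at room temperature; enzyme reaction used luciferin plus 10 uM ATP (linear range) in imidazole buffer pH 7.2 with KCl, MgCl2, Tween 20 and BSA. Each sample was run as a titration.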
HBB splice mod – modulators of hemoglobin beta chain splicing; HBB splicing reporter cell assay, activation; EGFP reporter with mutant IVS2-654 intron; response scale: normalised to 500 nM splice-correcting PNA; Potency, µM (top dose mostly 46.1 µM), without a hit: top-dose activation, most hits filed as activators; 0.06% of 65,000 active; AID 925; note: potency is the fitted concentration of half-maximal effect; 0% is about no effect
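Compounds were applied for 2 days to HeLa EGFP-654 cells, 500/well in Optimem with 2% FCS. The reporter's EGFP is disrupted by mis-splicing of beta-globin intron IVS2-654. Readout: summed well GFP fluorescence from 488 nm laser scanning; reference was 500 nM antisense […] 654 PNA.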
ERK AVP inh – inhibitors of vasopressin-stimulated ERK signaling pathway. HEK293-V1b, vasopressin-stimulated pERK AlphaScreen. Potency, µM (doses to about 57.5 µM), for inactives: at the highest dose activity, negative = inhibition, hits mostly inhibitors. 0.99% of 72,000 active; note: potency is the fitted concentration of half-maximal effect; % is set by controls: 0 for no effect and ±100 for the full control effect; nearly all actives have a fitted effect of over 55% in size
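qHTS, compounds titrated on V1b-expressing HEK293 cells. Preincubation 30 min at 37C, vasopressin 25 nM for 5 min, lysis 10 min, bead incubation 5 hr at room temperature.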
UbGFP stabilizer – inhibits proteasome, raising ubiquitin-GFP reporter fluorescence. Ubiquitin-GFP reporter cells, proteasome inhibition, GFP fluorescence; response scale: untreated = 0%, 10 µM MG-132 = 100%. Potency, µM (series often up to 45.9 µM), for the others: at the highest dose activation (GFP accumulation), hits mostly activators. 67,000 tested, under 10 active; active = well fitted activation curve with a large enough effect, not every such curve was filed as active; inconclusive = small, poorly fitted or top-dose-only effect, or another doubt; inactive = no such curve, though single readings can be large or run the other way; note: potency is the fitted concentration of half-maximal effect
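U2OS cells expressing ubiquitin(G76V)-GFP, seeded overnight in 0.5% FBS medium, then treated 4 hr at 37 C across 46 uM to 2.9 nM. GFP-positive cells counted by laser cytometry (488 ex/515 em); %activity scaled between basal and 10 uM MG-132.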
DNA Pol III inh – blocks replication by bacterial DNA polymerase III holoenzyme. reconstituted DNA polymerase III holoenzyme replication, biochemical. Potency, µM (top dose mostly 57.1 µM), for the others: at the top dose activity change, negative = inhibition. 0.25% of 71,000 active; note: potency is the fitted concentration of half-maximal effect; % is set by controls: 0 for no effect and ±100 for the full control effect
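Reconstituted *E. coli* holoenzyme (0.35 nM Pol III, 1 nM beta, 154 nM SSB, 2 nM primase) was preincubated with compound for 15 min at RT. Synthesis on 1.4 nM ssM13Gori ran 35 min, then was stopped with PicoGreen/EDTA and read as dsDNA fluorescence.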
Tau filament bind – binds recombinant human tau filaments; P10636; recombinant tau filaments, thioflavin S fluorescence, 15 h; filaments grown with octadecylsulfate alongside compound; Potency, µM (titrated, usually from 57.1 µM), for the others: at the highest dose activity change, negative = inhibition; 2% of 71,000 active; AID 596;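 note: potency is the fitted concentration of half-maximal effect; % is set by controls: 0 for no effect and ±100 for the full control effect; actives lower thioflavin S fluorescence by blocking filaments or displacing dye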
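His-tagged recombinant human tau (exons 2, 3 and 10 included), 1 uM, was induced to fibrillize by 30 uM sodium octadecylsulfate with compound present. After 15 h at 37 C, thioflavine S fluorescence (ex 450, em 510 nm) was read.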
Hsp90 Hop PPI – changes Hsp90-Hop TPR2A binding signal, up or down | AlphaScreen TPR2A-His6 binding biotin-Hsp90 C-terminal peptide | Potency, µM (highest dose often 57 µM), without a hit: at the top dose activity change, negative = inhibition | 0.44% of 71,000 active | AID 595; active = well fitted curve in either direction with a large enough effect; inconclusive = small, poorly fitted or top-dose-only effect, or another doubt; note: potency is the fitted concentration of half-maximal effect; % is set by controls: 0 for no effect and ±100 for the full control effect; many of its hits are not listed in these tables
15-hLO inh – blocks human 15-lipoxygenase activity; purified 15hLO-1, xylenol orange hydroperoxide absorbance; 1.4% of 74,000 active; P16050; Potency, µM (doses to about 57.1 µM), inactives show at the top dose activity change, negative = inhibition, hits mostly inhibitors; note: potency is the fitted concentration of half-maximal effect; % is set by controls: 0 for no effect and ±100 for the full control effect; nearly all actives have a fitted effect of over 55% in size
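Compounds were preincubated 15 min at room temperature with 40 nM purified human enzyme (25 mM Hepes pH 7.5, 0.01% Triton X-100); 50 uM arachidonic acid reacted 6 min. Fe-xylenol orange detection, 30 min, absorbance ratio 573/405 nm.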
CRE-bla Fsk – CRE-bla signaling modulation under forskolin stimulation; CHO CRE-bla reporter (cAMP response element driving beta-lactamase), forskolin EC10, beta-lactamase ratio; Potency, µM (top dose mostly 38.2 µM), for inactives: top-dose activity change, negative = inhibition, most hits filed as activators; 2.5% of 71,000 active; AID 662; active = well fitted activation curve with a large enough effect in the signal ratio, with a control signal flat, not every such curve was filed as active; inconclusive = small, poorly fitted or top-dose-only effect, or effect the other way, or a change in a side signal; the % refers to the signal ratio; note: potency is the fitted concentration of half-maximal effect; % of control where 0% means no effect
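Modulation of forskolin signalling: compounds in titration series added with EC10 NKH 477 to CHO cells carrying a CRE-driven beta-lactamase reporter, 3 h, 37C. CCF4 FRET ratio (460/530 nm, ex 405 nm) gives %activity and AC50.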
GFP derepression – epigenetic modulators derepressing GFP locus in mouse cells; mouse C127i GFP locus derepression, cytometry, 30 h; Potency, µM (titrated, usually from 46.1 µM), without a hit: at the top dose GFP derepression (activation); 0.09% of 68,000 active; AID 597; note: % of control where 0% means no effect
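Derepression screen: silenced CMV-GFP reporter in murine C127i cells, 30 h compound incubation at 37 C, washed cells imaged by laser-scanning cytometer to enumerate GFP-expressing objects of 20 to 120 um.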
HADH2 inhib – HADH2 (human) dehydrogenase inhibition | Q99714 | recombinant HADH2, NADH fluorescence, beta-hydroxybutyryl-CoA | Potency, µM (highest dose often 57.1 µM), inactives show at the top dose activity change, negative = inhibition, most hits filed as inhibitors | 3.4% of 73,000 active | AID 886; note: potency is the fitted concentration of half-maximal effect; % is set by controls: 0 for no effect and ±100 for the full control effect; nearly all actives have a fitted effect of over 60% in size; many of its hits are not listed in these tables
Target sequence (Q99714 whole entry, looked up, one chain of several): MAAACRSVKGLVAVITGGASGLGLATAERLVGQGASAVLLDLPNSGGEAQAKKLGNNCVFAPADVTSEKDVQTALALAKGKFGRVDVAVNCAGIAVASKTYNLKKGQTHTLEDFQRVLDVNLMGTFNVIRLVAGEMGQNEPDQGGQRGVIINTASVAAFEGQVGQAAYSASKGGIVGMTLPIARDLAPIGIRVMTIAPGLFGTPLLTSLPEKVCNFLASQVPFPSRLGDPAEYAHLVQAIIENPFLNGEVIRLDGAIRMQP
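Read-out: 360 nm excitation, 450 nm emission, kinetic over 4 min. Conditions: His-tagged human HADH2 20 nM, pH 9.0 Tris with Tween-20, 1 mM NAD+, 90 uM beta-hydroxybutyryl-CoA.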
* hit, by the source's call; [ ] = another dose, or the depositor's remark. Unless noted, calls come from the whole dose curve; as a rule, active = well fitted curve in the direction sought with a large enough effect; inconclusive = small, poorly fitted or top-dose-only effect, or another doubt; inactive = no such curve, though single readings can be large; an effect the other way counts as inactive or inconclusive. These rows are one share of the data; the hit share may differ from the screen's.

`Cc1cc2c(cc(C(=O)N3CCC(C(=O)NC4CCCC4)CC3)n2Cc2c(F)cccc2Cl)o1` gave FLuc inh -1%, HBB splice mod 1.4%, ERK AVP inh 34%, UbGFP stabilizer -3%, DNA Pol III inh 3%, Tau filament bind -11%, Hsp90 Hop PPI inconclusive, 15-hLO inh -2%, CRE-bla Fsk 2%, GFP derepression -2% and HADH2 inhib inconclusive.
Cn1nc(N)c2c1N=P(N1CCOCC1)(N1CCOCC1)N=C2c1ccccc1 was read as FLuc inh -35%, HBB splice mod -1.1%, ERK AVP inh -1%, UbGFP stabilizer 2%, DNA Pol III inh 5%, Tau filament bind -6%, Hsp90 Hop PPI -1%, 15-hLO inh -2%, CRE-bla Fsk -2%, GFP derepression 2% and HADH2 inhib -1%.
For CCCN1C2CCCC1CC(NC(C)=O)C2 (stereo not given) the results were FLuc inh -2%, HBB splice mod -4.2%, ERK AVP inh -5%, UbGFP stabilizer 11%, DNA Pol III inh -5%, Tau filament bind 2%, Hsp90 Hop PPI -7%, 15-hLO inh 4%, CRE-bla Fsk 3%, GFP derepression -1% and HADH2 inhib 6%.
Screening O=C(Nc1cccc(OC(=O)N2CCOCC2)c1)N1CCOCC1 returned FLuc inh 0%, HBB splice mod 0.5%, ERK AVP inh -13%, UbGFP stabilizer -4%, DNA Pol III inh -5%, Tau filament bind 2%, Hsp90 Hop PPI -3%, 15-hLO inh 1%, CRE-bla Fsk -5%, GFP derepression 3% and HADH2 inhib 3%.
`CC(C)(OO)c1ccccc1` gave HBB splice mod -0.3%, ERK AVP inh -7%, DNA Pol III inh 5%, Tau filament bind -3%, Hsp90 Hop PPI 2%, 15-hLO inh 0.13µM*, CRE-bla Fsk -14% and HADH2 inhib 0%.
N#CC(Br)Br was read as HBB splice mod 1.0%, ERK AVP inh -2%, DNA Pol III inh -3%, Tau filament bind 7%, Hsp90 Hop PPI -5%, 15-hLO inh 7%, CRE-bla Fsk -6% and HADH2 inhib -10%.
CCCCn1c(O)c(C=NCCCn2ccnc2)c(=O)[nH]c1=O was read as FLuc inh 3%, HBB splice mod 0.2%, ERK AVP inh 10%, UbGFP stabilizer -2%, DNA Pol III inh -5%, Tau filament bind 4%, Hsp90 Hop PPI -6%, 15-hLO inh 5%, CRE-bla Fsk inconclusive, GFP derepression -3% and HADH2 inhib 6%.
For C1C[C@@H]2CN(CCCN3CCOCC3)[C@@H](C1)O2 the results were FLuc inh 1%[11.4 µM], HBB splice mod 1.9%[9.22 µM], ERK AVP inh -3%[11.5 µM], UbGFP stabilizer 4%[9.17 µM], DNA Pol III inh -4%[11.4 µM], Tau filament bind 9%[11.4 µM], Hsp90 Hop PPI -4%[11 µM], 15-hLO inh 10%[11.4 µM], CRE-bla Fsk 2%[7.6 µM], GFP derepression 6%[9.22 µM] and HADH2 inhib 7%[11.4 µM].
`O=[N+]([O-])c1cc([As](=O)(O)O)ccc1O` gave FLuc inh -6%[25.5 µM], HBB splice mod 1.4%[20.6 µM], ERK AVP inh -11%, UbGFP stabilizer 1%[20.5 µM], DNA Pol III inh -4%[25.6 µM], Tau filament bind -15%[25.6 µM], Hsp90 Hop PPI 0%[26 µM], 15-hLO inh -24%, CRE-bla Fsk 1%[17.1 µM], GFP derepression 3%[20.6 µM] and HADH2 inhib -5%[25.6 µM].
`Oc1ccc(Cl)cc1Cc1cc(Cl)ccc1O` gave HBB splice mod -0.5%, ERK AVP inh -6%, DNA Pol III inh -2%, Tau filament bind 24%, Hsp90 Hop PPI -3%, 15-hLO inh 13µM*, CRE-bla Fsk inconclusive and HADH2 inhib -25%.
`COC(=O)C1C2c3ccccc3OC1(C)N=c1s/c(=C/c3cnn(C)c3C)c(=O)n12` (stereo not given) gave FLuc inh 1%, HBB splice mod 0.3%, ERK AVP inh 19%, UbGFP stabilizer -3%, DNA Pol III inh 8%, Tau filament bind 5%, Hsp90 Hop PPI 3%, 15-hLO inh 2%, CRE-bla Fsk inconclusive, GFP derepression 14% and HADH2 inhib -9%.
Screening CN(CC(=O)N1CCc2ccccc21)S(=O)(=O)c1cccs1 returned FLuc inh inconclusive, HBB splice mod -4.2%, ERK AVP inh -3%, UbGFP stabilizer 15%, DNA Pol III inh -2%, Tau filament bind 1%, Hsp90 Hop PPI 4%, 15-hLO inh -1%, CRE-bla Fsk inconclusive, GFP derepression -2% and HADH2 inhib -2%.
Screening c1ccc(-c2ccccc2)cc1 returned HBB splice mod 0.4%, ERK AVP inh 10%, DNA Pol III inh -1%, Tau filament bind 20%, Hsp90 Hop PPI 3%, 15-hLO inh -1%, CRE-bla Fsk -10% and HADH2 inhib -7%.
Screening Cc1occc1C(=O)N1CCC2(CC1)OCCO2 returned FLuc inh -1%, HBB splice mod -0.8%, ERK AVP inh 9%, UbGFP stabilizer -2%, DNA Pol III inh 3%, Tau filament bind 2%, Hsp90 Hop PPI -1%, 15-hLO inh 3%, CRE-bla Fsk -5%, GFP derepression 2% and HADH2 inhib -5%.
Screening CCCCn1c(O)c(C(CC)=NCCCN(C)C)c(=O)[nH]c1=O returned FLuc inh 1%, HBB splice mod 2.8%[57.5 µM], ERK AVP inh -6%, UbGFP stabilizer 1%, DNA Pol III inh -4%, Tau filament bind 0%, Hsp90 Hop PPI 4%, 15-hLO inh 4%, CRE-bla Fsk 4%, GFP derepression 2% and HADH2 inhib -3%.
Screening CCCCC/C=C\C/C=C\C/C=C\C/C=C\CCCC(=O)Nc1ccc(O)cc1 returned FLuc inh 0%, ERK AVP inh -1%, UbGFP stabilizer -5%, DNA Pol III inh -9%, Tau filament bind 32µM*, Hsp90 Hop PPI -2%, 15-hLO inh 0.25µM*, CRE-bla Fsk 4%, GFP derepression 0% and HADH2 inhib -21%.
Screening FC(F)(F)c1ccc2c(c1)nnn2C1CCN(Cc2nnnn2Cc2ccccc2)CC1 returned FLuc inh -1%, ERK AVP inh 25%, UbGFP stabilizer -2%, DNA Pol III inh -5%, Tau filament bind 9%, Hsp90 Hop PPI 7%, 15-hLO inh -4%, CRE-bla Fsk inconclusive, GFP derepression -2% and HADH2 inhib 7%.
Cc1cc(N2C(=O)C3CCCN3C2c2ccccc2)no1 (stereo not given) was read as FLuc inh 1%, HBB splice mod -0.2%, ERK AVP inh 7%, UbGFP stabilizer -4%, DNA Pol III inh -6%, Tau filament bind -5%, Hsp90 Hop PPI 2%, 15-hLO inh -3%, CRE-bla Fsk 13%, GFP derepression -1% and HADH2 inhib 0%.
O=C1C(Cl)=C(Cl)C(=O)C(Cl)=C1Cl was read as HBB splice mod 0.1%, ERK AVP inh inconclusive, DNA Pol III inh -11%, Tau filament bind 3%, Hsp90 Hop PPI -5%, 15-hLO inh 0.16µM*, CRE-bla Fsk inconclusive and HADH2 inhib 0.13µM*.
CN1C[C@H](C(=O)N[C@]2(C)O[C@@]3(O)[C@H]4CCCN4C(=O)[C@H](Cc4ccccc4)N3C2=O)C[C@H]2c3cccc4[nH]cc(c34)C[C@@H]21 was read as FLuc inh -7%, ERK AVP inh -8%, UbGFP stabilizer 2%, DNA Pol III inh -1%, Tau filament bind inconclusive, Hsp90 Hop PPI -12%, 15-hLO inh 13µM*, CRE-bla Fsk inconclusive, GFP derepression -1% and HADH2 inhib -12%.
Screening COc1cc2c(cc1OC)-c1c(O)c(OC)cc3c1[C@@H](C2)N(C)CC3 returned FLuc inh -1%[11.4 µM], UbGFP stabilizer 3%, DNA Pol III inh -22%, Tau filament bind 32µM*, Hsp90 Hop PPI inconclusive, CRE-bla Fsk inconclusive, GFP derepression -4%[9.22 µM] and HADH2 inhib -108%.
Screening COC(=O)N1CCC2(CCN(CC(C)C)CC2)CC1 returned FLuc inh 2%[11.4 µM], HBB splice mod 3.6%, ERK AVP inh 4%, UbGFP stabilizer -7%, DNA Pol III inh -7%, Tau filament bind -6%, Hsp90 Hop PPI -5%, 15-hLO inh 0%, CRE-bla Fsk -6%, GFP derepression 2%[9.22 µM] and HADH2 inhib 7%.
